Assay outcomes deposited in PubChem BioAssay by several laboratories.
V-ATPase pHluor: yeast V-ATPase proton transport regulation by pHLuorin; response, % at 10 µM; S. cerevisiae, pHLuorin cytosolic pH fluorescence; 0.37% of 350,000 active; in the data active = response mostly above about 7.3%, no sharp cut-off; inactive = mostly below about 5.4%; also: actives read high; inactives centre near 0; some compounds called inactive have numbers as strong as hits; reference of the scale not given here
HTR5A inv ag: inverse agonist of human HTR5A in OPRM1-OPRD1 counter-screen; HTR5A cell line, luminescence, inverse agonism; AID 504634; 0.083% of 340,000 active; inhibition, % at 9.3 µM; in the data active = inhibition mostly above about 23%, no sharp cut-off; inactive = mostly below about 18%;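 also: 0% = cells with DMSO and 100% = no-cell wells with DMSO; some compounds called inactive have numbers as strong as hits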
Target sequence (P47898 whole entry, looked up): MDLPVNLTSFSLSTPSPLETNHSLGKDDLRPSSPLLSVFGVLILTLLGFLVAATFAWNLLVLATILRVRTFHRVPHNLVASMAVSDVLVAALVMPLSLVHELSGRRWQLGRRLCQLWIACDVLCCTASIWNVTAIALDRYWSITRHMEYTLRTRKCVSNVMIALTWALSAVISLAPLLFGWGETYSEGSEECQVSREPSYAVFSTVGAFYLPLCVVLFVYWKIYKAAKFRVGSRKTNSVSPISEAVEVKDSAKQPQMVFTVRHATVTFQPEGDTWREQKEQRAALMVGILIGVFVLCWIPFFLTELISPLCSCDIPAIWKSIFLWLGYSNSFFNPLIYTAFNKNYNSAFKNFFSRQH
Arrestin-AP2 inh: blocks beta-arrestin peptide binding to AP2 adaptin; inhibition, % at 10 µM; FITC-arrestin peptide / GST-AP2 beads, flow cytometry; AP2 beta2 appendage carries R879A mutation; 0.31% of 340,000 active;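 active = inhibition above a set limit, near 3 SD of compounds lacking own fluorescence, cut at about 54% in these data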;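 also: plate controls were DMSO wells for no effect and 5 µM unlabelled arrestin peptide for full effect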
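Test system: GST-tagged AP2 beta2-adaptin appendage (R879A) on 4 µm glutathione beads; also added: fluorescein-tagged arrestin peptide at 50 nM final; timing: 12 min plus 1 h, RT; signal: flow cytometry, FL1 (488/535 nm); read-out: percent drop in bead-associated FITC signal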
DAGLB inhibitor: diacylglycerol lipase beta (human) inhibition | inhibition, % at 5.17 µM | HEK293T DAGLB membrane lysate, EnzChek fluorogenic substrate | 0.059% of 340,000 active | Q8NCG7; in the data active = inhibition above about 34%;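 also: 0% = enzyme with vehicle and 100% = wells lacking enzyme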
Target sequence (Q8NCG7 whole entry, looked up): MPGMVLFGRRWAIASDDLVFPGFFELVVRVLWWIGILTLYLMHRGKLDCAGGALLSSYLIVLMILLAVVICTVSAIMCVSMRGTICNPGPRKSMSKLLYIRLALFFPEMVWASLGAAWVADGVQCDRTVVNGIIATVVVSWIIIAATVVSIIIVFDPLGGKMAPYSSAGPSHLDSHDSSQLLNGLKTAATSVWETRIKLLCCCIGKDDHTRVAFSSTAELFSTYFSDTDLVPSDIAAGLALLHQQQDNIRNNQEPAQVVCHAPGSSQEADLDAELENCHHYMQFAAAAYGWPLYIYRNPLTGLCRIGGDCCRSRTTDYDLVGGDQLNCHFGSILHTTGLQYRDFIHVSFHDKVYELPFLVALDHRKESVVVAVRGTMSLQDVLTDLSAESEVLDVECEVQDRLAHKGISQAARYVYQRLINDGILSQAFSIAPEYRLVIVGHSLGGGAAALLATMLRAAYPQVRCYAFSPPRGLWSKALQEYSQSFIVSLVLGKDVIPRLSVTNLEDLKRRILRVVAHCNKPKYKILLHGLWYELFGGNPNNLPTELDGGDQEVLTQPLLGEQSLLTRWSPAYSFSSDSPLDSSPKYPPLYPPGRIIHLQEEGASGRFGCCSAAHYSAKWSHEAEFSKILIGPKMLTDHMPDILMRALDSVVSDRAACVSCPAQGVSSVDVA
PKA-R1A activ: activators of PKA-R1A complex; activation, % at 11.4 µM; PKA-R1A dissociation, Cy5-IP20 fluorescence polarization; scaled: DMSO 0%, 113 µM cGMP 100%; 0.083% of 340,000 active; P00514+P68181;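 active = percent activation above the mean of all tested compounds plus 3 SD, cut at about 19% in these data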;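 also: higher means more PKAc released from R1A so a rise in polarization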
MOR-DOR inv ag: inverse agonists of human mu-delta opioid receptor heterodimerization. P35372+P41143. cell-based MOR-DOR heterodimer luminescence, inverse agonism. inhibition, % at 9.3 µM. 0.21% of 340,000 active. AID 504357; in the data active = inhibition above about 22%, passing the limit was not always enough;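 also: 0% = cells with DMSO and 100% = wells without cells with DMSO; values of inactives mirror those of a sister screen read the other way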
OPRM1-OPRD1 ag: agonists of human mu-delta opioid receptor heterodimerization; P35372+P41143; cells, OPRM1-OPRD1 heterodimerization, luminescence; activation, % at 9.3 µM; 0.3% of 340,000 active; AID 504326; in the data active = activation above about 18%;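 also: 0% = vehicle-treated cells and 100% = reference agonist; values of inactives mirror those of a sister screen read the other way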
PKA-R2B activ: activators of human PKA-R2B complex. activation, % at 11.4 µM. 0.079% of 340,000 active. AID 504700. PKA-R2B holoenzyme dissociation, Cy5-IP20 fluorescence polarization; R2B truncated from residue 108, S112A mutant; 0% DMSO only, 100% 113 µM cGMP;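 active = activation above a cutoff set at the mean over all compounds plus 3 SD, cut at about 18% in these data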;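 also: higher means more holoenzyme dissociation and a rise in polarization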
Pemphigus Ab inh: human desmoglein-3 autoantibody binding inhibition; 0.48% of 310,000 active; binding (percent of control), % at 10 µM; P32926; AID 588358; DSG3-coupled beads, scFv-anti-DSG3-GFP binding, flow cytometry; hits give low values;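 active = binding more than 3 SD below its plate's average and above zero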;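 also: hits lower antibody fragment binding to DSG3; some compounds called inactive have numbers as strong as hits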
HTR5A ag ctr: HTR5A agonism, opioid heterodimer counter-screen; P47898; HTR5A agonist assay, luminescence, cell-based; activation, % at 9.3 µM; 0.61% of 340,000 active; AID 504692; in the data active = activation mostly above about 9.5%, no sharp cut-off; inactive = mostly below about 7.6%;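 also: 0% = cells with vehicle only and 100% = reference agonist; strong numbers were not always called active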
An asterisk follows results filed as active.

What do the screens show for `O=C(CN1CCN(S(=O)(=O)c2cccc(Br)c2)CC1)NCCc1cccs1`?
V-ATPase pHluor: 0; HTR5A inv ag: -14; Arrestin-AP2 inh: 19; DAGLB inhibitor: -4; PKA-R1A activ: -2; MOR-DOR inv ag: 8; OPRM1-OPRD1 ag: -2.2; PKA-R2B activ: -5; HTR5A ag ctr: -1

How did N#CC(c1ccc(=O)[nH]n1)c1ccc(Cl)cc1Cl (configuration not stated) do in these assays?
V-ATPase pHluor: 0; HTR5A inv ag: -6; Arrestin-AP2 inh: -7; DAGLB inhibitor: 1; PKA-R1A activ: 9; MOR-DOR inv ag: -13; OPRM1-OPRD1 ag: 1.7; PKA-R2B activ: 4; Pemphigus Ab inh: 88; HTR5A ag ctr: 2

What do the screens show for `CCOc1ccc(OCC(=O)Nc2cc(Cl)ccc2-n2cncn2)cc1`?
V-ATPase pHluor: 5; DAGLB inhibitor: 2; PKA-R1A activ: -8; PKA-R2B activ: 3; Pemphigus Ab inh: 100

What do the screens show for `COc1cc2oc(=O)cc(-c3ccc(-c4ccc(F)c(Cl)c4)cc3)c2c(OC)c1OC`?
V-ATPase pHluor: 0; HTR5A inv ag: 1; Arrestin-AP2 inh: -2; DAGLB inhibitor: -1; PKA-R1A activ: -12; MOR-DOR inv ag: 20; OPRM1-OPRD1 ag: -4.1; PKA-R2B activ: -8; Pemphigus Ab inh: 101; HTR5A ag ctr: 0

How did O=C(CC(C(=O)O)c1c(F)cccc1Cl)c1ccc(Cl)cc1 (configuration not stated) do in these assays?
V-ATPase pHluor: -3; HTR5A inv ag: -10; Arrestin-AP2 inh: -9; DAGLB inhibitor: -1; PKA-R1A activ: 0; MOR-DOR inv ag: 7; OPRM1-OPRD1 ag: -1.6; PKA-R2B activ: 4; Pemphigus Ab inh: 95; HTR5A ag ctr: 3

Results for CC(=O)C(=Cc1cc(C)n(-c2ccccc2)c1C)C(C)=O ?
V-ATPase pHluor: 0; HTR5A inv ag: 9; Arrestin-AP2 inh: 7; DAGLB inhibitor: 1; PKA-R1A activ: -14; MOR-DOR inv ag: 12; OPRM1-OPRD1 ag: -2.4; PKA-R2B activ: -11; Pemphigus Ab inh: 92; HTR5A ag ctr: 1

Results for Cc1cc(=O)oc(C)c1C(=O)NCCc1ccccc1 ?
V-ATPase pHluor: -1; HTR5A inv ag: -14; Arrestin-AP2 inh: 9; DAGLB inhibitor: 5; PKA-R1A activ: -5; MOR-DOR inv ag: 7; OPRM1-OPRD1 ag: -1.3; PKA-R2B activ: -1; Pemphigus Ab inh: 98; HTR5A ag ctr: 5

How did CCCC(=O)N1c2ccc(-c3csc(N)n3)cc2CC1C (configuration not stated) do in these assays?
V-ATPase pHluor: -6; HTR5A inv ag: -8; Arrestin-AP2 inh: -2; DAGLB inhibitor: 2; PKA-R1A activ: 9; MOR-DOR inv ag: 10; OPRM1-OPRD1 ag: -1.8; PKA-R2B activ: -12; Pemphigus Ab inh: 103; HTR5A ag ctr: 3

Results for Cc1ccc(Nc2ncccc2C(N)=O)cc1[N+](=O)[O-] ?
V-ATPase pHluor: -5; HTR5A inv ag: -10; DAGLB inhibitor: 0; PKA-R1A activ: 4; MOR-DOR inv ag: 18; OPRM1-OPRD1 ag: -3.8; PKA-R2B activ: 6; Pemphigus Ab inh: 125; HTR5A ag ctr: 4

How did COc1cccc(NC(=O)C2CCCN2S(=O)(=O)c2ccc3c(c2)C(C)(C)C(=O)N3C)c1 (configuration not stated) do in these assays?
V-ATPase pHluor: -4; HTR5A inv ag: -2; Arrestin-AP2 inh: -3; DAGLB inhibitor: -1; PKA-R1A activ: -4; MOR-DOR inv ag: 13; OPRM1-OPRD1 ag: -2.1; PKA-R2B activ: -5; Pemphigus Ab inh: 99; HTR5A ag ctr: 1

Results for NC(=O)c1ccc(C(F)(F)F)n(Cc2ccccc2Cl)c1=O ?
V-ATPase pHluor: -4; HTR5A inv ag: -3; Arrestin-AP2 inh: 24; DAGLB inhibitor: -3; PKA-R1A activ: 5; MOR-DOR inv ag: -21; OPRM1-OPRD1 ag: 4.0; PKA-R2B activ: -12; Pemphigus Ab inh: 102; HTR5A ag ctr: 1

What do the screens show for `CCOC(=O)c1c(NC(=O)COC(=O)c2c(C)noc2C)sc2c1CCC2`?
V-ATPase pHluor: 0; HTR5A inv ag: 0; Arrestin-AP2 inh: 4; DAGLB inhibitor: -1; PKA-R1A activ: 4; MOR-DOR inv ag: 3; OPRM1-OPRD1 ag: -0.5; PKA-R2B activ: -2; Pemphigus Ab inh: 100; HTR5A ag ctr: 0

How did CC1CN(C)C(C)c2c1oc1ccc(N)cc21 (configuration not stated) do in these assays?
V-ATPase pHluor: -3; HTR5A inv ag: -12; Arrestin-AP2 inh: 0; DAGLB inhibitor: 1; PKA-R1A activ: -11; MOR-DOR inv ag: -373; OPRM1-OPRD1 ag: 72*; PKA-R2B activ: 2; Pemphigus Ab inh: 131; HTR5A ag ctr: -3

Results for O=C(Nc1c2c(nn1-c1ccc([N+](=O)[O-])cc1)CS(=O)(=O)C2)c1cccs1 ?
V-ATPase pHluor: 3; HTR5A inv ag: 2; Arrestin-AP2 inh: -1; DAGLB inhibitor: 2; PKA-R1A activ: -6; MOR-DOR inv ag: 8; OPRM1-OPRD1 ag: -1.4; PKA-R2B activ: 5; Pemphigus Ab inh: 99; HTR5A ag ctr: 2

What do the screens show for `Cc1ccc(C(=O)Nc2ncccc2C)o1`?
V-ATPase pHluor: -1; HTR5A inv ag: 13; Arrestin-AP2 inh: 30; DAGLB inhibitor: -2; PKA-R1A activ: 5; MOR-DOR inv ag: 3; OPRM1-OPRD1 ag: -0.5; PKA-R2B activ: -6; Pemphigus Ab inh: 107; HTR5A ag ctr: -5

What do the screens show for `COc1ccccc1C(=O)NCC(=O)N(C)Cc1nc2ccccc2c(=O)[nH]1`?
V-ATPase pHluor: -1; DAGLB inhibitor: 2; PKA-R1A activ: -4; PKA-R2B activ: 3; Pemphigus Ab inh: 100

How did O=C(COc1ccc2c3c(c(=O)oc2c1)CCCC3)NC(Cc1ccc(Cl)cc1)C(=O)O (configuration not stated) do in these assays?
V-ATPase pHluor: -1; HTR5A inv ag: 18; Arrestin-AP2 inh: 4; DAGLB inhibitor: 2; PKA-R1A activ: -5; MOR-DOR inv ag: 18; OPRM1-OPRD1 ag: -3.5; PKA-R2B activ: 4; Pemphigus Ab inh: 105; HTR5A ag ctr: 6

What do the screens show for `Cc1cc(=O)oc2c3c(cc(OCC(=O)NCCCn4ccnc4)c12)OC(C)(C)CC3`?
V-ATPase pHluor: -3; HTR5A inv ag: -29; Arrestin-AP2 inh: 0; DAGLB inhibitor: -4; PKA-R1A activ: -7; MOR-DOR inv ag: 19; OPRM1-OPRD1 ag: -3.4; PKA-R2B activ: 11; Pemphigus Ab inh: 93; HTR5A ag ctr: -6

Results for Cc1ccc(-n2nnnc2SCC#N)cc1 ?
V-ATPase pHluor: -4; HTR5A inv ag: -14; Arrestin-AP2 inh: -1; DAGLB inhibitor: 0; PKA-R1A activ: -5; MOR-DOR inv ag: 8; OPRM1-OPRD1 ag: -1.5; PKA-R2B activ: -8; Pemphigus Ab inh: 100; HTR5A ag ctr: 5

Results for Cc1oc(CC(C)C)cc1C(=O)Nc1cccc2ccccc12 ?
V-ATPase pHluor: -2; HTR5A inv ag: -6; Arrestin-AP2 inh: -9; DAGLB inhibitor: -18; PKA-R1A activ: -16; MOR-DOR inv ag: -34; OPRM1-OPRD1 ag: 6.0; PKA-R2B activ: -10; HTR5A ag ctr: 2

Results for C/C=C/c1ccc(OCCCN2C(=O)NC(C)(C)C2=O)c(OC)c1 ?
V-ATPase pHluor: -2; HTR5A inv ag: -1; Arrestin-AP2 inh: 42; DAGLB inhibitor: 0; PKA-R1A activ: 3; MOR-DOR inv ag: 9; OPRM1-OPRD1 ag: -1.6; PKA-R2B activ: 9; Pemphigus Ab inh: 95; HTR5A ag ctr: 2

How did O=C(Nc1cccc([N+](=O)[O-])c1)c1cnccn1 do in these assays?
V-ATPase pHluor: -3; HTR5A inv ag: -7; Arrestin-AP2 inh: -17; DAGLB inhibitor: -1; PKA-R1A activ: -4; MOR-DOR inv ag: 9; OPRM1-OPRD1 ag: -1.7; PKA-R2B activ: 3; Pemphigus Ab inh: 99; HTR5A ag ctr: 2

How did CC12COC3(C(=O)Nc4ccccc4F)CC1CCC32C (configuration not stated) do in these assays?
V-ATPase pHluor: 5; HTR5A inv ag: -4; Arrestin-AP2 inh: 36; DAGLB inhibitor: -4; PKA-R1A activ: 5; MOR-DOR inv ag: -36; OPRM1-OPRD1 ag: 7.4; PKA-R2B activ: 0; Pemphigus Ab inh: 113; HTR5A ag ctr: 1

What do the screens show for `COc1ccc(-c2csc3ncnc(N4CCN(S(=O)(=O)c5cccc(Br)c5)CC4)c23)cc1`?
V-ATPase pHluor: 0; HTR5A inv ag: -16; Arrestin-AP2 inh: 16; DAGLB inhibitor: -7; PKA-R1A activ: -8; MOR-DOR inv ag: 15; OPRM1-OPRD1 ag: -3.0; PKA-R2B activ: -7; Pemphigus Ab inh: 96; HTR5A ag ctr: 1

How did COCC(=O)Oc1cc(-c2ccc(C)cc2C)c(OC(=O)COC)c(-c2ccc(C)cc2C)c1 do in these assays?
V-ATPase pHluor: -2; DAGLB inhibitor: -20; PKA-R1A activ: -3; PKA-R2B activ: -7; Pemphigus Ab inh: 110

How did CC(=O)Nc1cc(NC(C)=O)c(N=Nc2ccccc2)cc1C do in these assays?
V-ATPase pHluor: 7; HTR5A inv ag: -19; Arrestin-AP2 inh: -5; DAGLB inhibitor: 7; PKA-R1A activ: 16; MOR-DOR inv ag: 18; OPRM1-OPRD1 ag: -3.4; PKA-R2B activ: 1; Pemphigus Ab inh: 111; HTR5A ag ctr: -3

Results for N#CCCCC1(CCCC#N)OCCO1 ?
V-ATPase pHluor: 1; HTR5A inv ag: -10; Arrestin-AP2 inh: -18; DAGLB inhibitor: 0; PKA-R1A activ: -10; MOR-DOR inv ag: 15; OPRM1-OPRD1 ag: -3.0; PKA-R2B activ: -8; Pemphigus Ab inh: 94; HTR5A ag ctr: 2

How did CCCCC(=O)c1c(C)cc(C)[nH]c1=O do in these assays?
V-ATPase pHluor: 2; HTR5A inv ag: -8; Arrestin-AP2 inh: -3; DAGLB inhibitor: 1; PKA-R1A activ: -2; MOR-DOR inv ag: 13; OPRM1-OPRD1 ag: -2.1; PKA-R2B activ: -6; HTR5A ag ctr: 0

How did C=C1C(=O)C23CCC4C(C)(C(=O)OC)CCCC4(C)C2CCC1(O)C3 (configuration not stated) do in these assays?
V-ATPase pHluor: -6; HTR5A inv ag: -8; Arrestin-AP2 inh: 36; DAGLB inhibitor: 8; PKA-R1A activ: -2; MOR-DOR inv ag: 24; OPRM1-OPRD1 ag: -5.5; PKA-R2B activ: -6; Pemphigus Ab inh: 94; HTR5A ag ctr: 2

Results for CCCCN1C[C@H](CSC)[C@@H](CC(=O)Nc2ccc(Br)cc2)C1=O ?
V-ATPase pHluor: -4; DAGLB inhibitor: -4; PKA-R1A activ: -7; PKA-R2B activ: -6

Outcome played no part in choosing rows; any-hit rate near 2.4%.
